Assay outcomes (PubChem)
AID inh: activation induced cytidine deaminase inhibition. Q9GZX7. AID deamination FRET fluorescence, UDG-coupled, 4 h. Potency, µM (highest dose often 115 µM), for inactives: at the top dose activity change, negative = inhibition, hits mostly inhibitors. 91,000 compounds, 0.32% hits. AID 1347428; further: nearly all actives have a fitted effect of over 25% in size
Target sequence (Q9GZX7 whole entry, looked up): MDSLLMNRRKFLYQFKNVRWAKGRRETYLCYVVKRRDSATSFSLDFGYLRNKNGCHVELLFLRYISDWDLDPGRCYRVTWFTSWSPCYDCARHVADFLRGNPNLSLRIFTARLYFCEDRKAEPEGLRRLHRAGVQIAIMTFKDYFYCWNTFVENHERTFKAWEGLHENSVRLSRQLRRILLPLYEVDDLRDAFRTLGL
UDG counterscr: blocks uracil-DNA glycosylase in AID counter-screen. Potency, µM (top dose mostly 115 µM), for the others: at the highest dose activity change, negative = inhibition, most hits filed as inhibitors. AID 1347430. 91,000 compounds, 0.14% hits. FRET deamination/UDG coupled assay, UDG read, 4 h; further: nearly all actives have a fitted effect of over 65% in size
Starred values were filed as active, the others as inactive; ? = inconclusive; & = joins results of further samples; [ ] = remark or other dose. The call rests on the fitted dose curve; in most records, active means well fitted curve in the direction sought with a large enough effect; inconclusive means small, poorly fitted or top-dose-only effect, or another doubt; inactive means no such curve, though single readings can be large; an effect the other way counts as inactive or inconclusive. On the % scale 0 is the no-effect control and ±100 the full control effect; potency means the concentration at half of the fitted maximal effect. The list is partial; the hit share may differ from the screen's.

Sequence of screens – UDG counterscr	AID inh
> COc1cccc(CNC(=O)C(NS(=O)(=O)c2ccc3nc(C)sc3c2)C(C)C)c1 (centres undefined)
    -1.8%	-2.3%
> Cc1ccc(OCC(=O)Nc2cc(-c3nc4ccccc4[nH]3)ccc2C)c(C)c1
    0.6%	14.3%
> CCC(NC(=O)C1CCCO1)c1ccccc1OC(C)C (centres undefined)
    4.0%	5.9%
> Cc1cccc(C)c1-n1ccc(C=O)c1
    0.0%	18.8%
> CCn1cc(S(=O)(=O)c2ccccc2)c(=O)c2cc(F)c(N3CCCC3)cc21
    0.9%	?
> COc1ccc(S(=O)(=O)Nc2cc(C(=O)O)ccc2C)cc1OC
    -2.8%	6.3%
> CN(CC(=O)Nc1cccc2ccccc12)C(=O)CSc1nccn1-c1cccc(F)c1
    2.9%	-11.2%
> CCOc1cc(OCC)cc(C(=O)Nc2ccc(Br)c(C)n2)c1
    ?	-5.4%
> CC(Sc1ccc(C(F)(F)F)cn1)C(=O)NC(c1ccccc1)c1ccccc1 (centres undefined)
    -5.9%	-7.6%
> CCCc1ccc(-c2ccc(C(=O)Oc3ccc(OCC)cc3)cc2)nc1
    -10.5%	-2.6%

Next section; the last two above are carried over.
Sequence of screens – UDG counterscr	AID inh
> CC(Sc1ccc(C(F)(F)F)cn1)C(=O)NC(c1ccccc1)c1ccccc1 (centres undefined)
    -5.9%	-7.6%
> CCCc1ccc(-c2ccc(C(=O)Oc3ccc(OCC)cc3)cc2)nc1
    -10.5%	-2.6%
> CCOc1ccc2nc(N3CCN(C(=O)c4ccc(S(=O)(=O)CC)cc4)CC3)sc2c1
    -10.9%	12.2%
> O=C(CCC1CCCC1)NCc1ccncc1
    4.7%	-3.6%
> COc1ccccc1N1CCN(c2ccc(NC(=O)c3ccc(C)cc3)cc2C(=O)O)CC1
    -2.8%	-7.7%
> COc1ccc(CNC(=O)CN2C(=O)COc3ccc(S(=O)(=O)Nc4ccccc4)cc32)cc1
    -3.1%	-17.7%
> COc1ccc(OC)c(/C=C2\Oc3cc(OS(=O)(=O)c4ccc(C)cc4)ccc3C2=O)c1
    -0.7%	-9.2%
> CCN(CC)S(=O)(=O)c1ccc(NC(=O)Cn2ncc3c([nH]c4ccccc43)c2=O)cc1
    -5.4%[57.5 µM]	-1.0%
> COC(=O)c1ccc(N2CC3=C(C2=O)C(c2ccccc2)NC(=O)N3C)cc1 (centres undefined)
    -6.4%	-2.7%
> O=C(Cc1ccccc1)Nc1sc2c(c1C(=O)Nc1ccc(Cl)cc1)CCCC2
    -11.1%	66.6%[activator]
> O=C(NCc1ccccc1F)c1nc(-c2ccc(Br)o2)no1
    -4.5%	5.6%
> O=c1c(NCc2cccs2)nccn1-c1ccc(F)cc1
    5.7%	29.4%
> O=C(NCc1cccc(Br)c1)c1ccc(NC(=O)N2CCCCc3ccccc32)cc1
    -19.5%	29.7%
> CC(C)/C(=N\NC(=O)c1ccc(C(C)(C)C)cc1)c1ccccc1
    2.2%	1.2%
> COc1ccc(-c2nc(C)c(CCNC(=O)c3ccccc3Br)s2)cc1OC
    -5.4%	0.8%
> Cn1nc(C(=O)OC2CCC(C(C)(C)C)CC2)c2ccccc2c1=O (centres undefined)
    9.7%	4.4%
> Cc1ccc(-c2nc(C)c(CCNC(=O)C(=O)Nc3ccc(C)c(Cl)c3)s2)cc1
    -0.1%	-16.8%
> CCCOc1c(Br)cc(/C=C/C(=O)c2ccc(O)c(OC)c2)cc1OC
    -3.4%	-2.1%
> Cc1ccccc1-c1cc(C(=O)O)c2cccc(C)c2n1
    0.8%	2.3%
> CC1CCN(C(=O)Cn2cc(SCC(=O)Nc3ccccc3C(F)(F)F)c3ccccc32)CC1
    -2.3%[57.5 µM]	29.0%
> Cc1cc(C)cc(NC(=O)CCn2cnc3ccccc3c2=O)c1
    -9.0%[57.5 µM]	9.1%[57.5 µM]
> Fc1ccc(Nc2nc(SCc3cccc(F)c3)nc3ccccc23)cc1
    -10.4%[57.5 µM]	?
> Cn1c(=O)n(C)c2cc(N3CCCCC3)c(NC(=O)c3ccc(Cl)cc3)cc21
    0.0%	23.1%
> COc1cc(OC)c2c(C)c(CC(=O)Nc3ccc4c(c3)OCCO4)c(=O)oc2c1
    0.5%	-25.0%
> COc1ccc(/C=C2\Oc3cc(OS(=O)(=O)c4ccccc4)ccc3C2=O)c(OC)c1OC
    -6.4%	1.5%
> Cc1ccc2c(ccn2CCC(=O)Nc2nnc(CC(C)C)s2)c1
    4.0%	4.2%
> CCCN(CCC)C(=O)Cn1c(=O)n(-c2cccc(OC)c2)c(=O)c2c(C)c(C(=O)N(C)C)sc21
    4.8%[57.5 µM]	-2.0%
> CCCN1CCN(CCCNC(=O)c2cc3c(s2)-c2c(C)cccc2OC3)CC1
    -11.8%	-10.7%
> Cc1nc2cc(NC(=O)c3ccc(C(C)(C)C)cc3)ccc2o1
    -4.9%	-10.8%
> Cc1cc(C)cc(NC(c2nnc(-c3cccc(F)c3)o2)c2ccc(F)cc2Cl)c1 (centres undefined)
    6.6%	0.6%
> O=C(Nc1ccccc1C(=O)OCc1cc(=O)n2ccsc2n1)c1ccccc1Cl
    -12.6%	4.9%
> Cc1ccccc1-c1noc(C(C)NC(=O)c2ccco2)n1 (centres undefined)
    6.2%	-4.7%
> CCOc1ccc(-c2nnc(SCC(=O)c3ccccc3)n2-c2ccccc2)cc1
    ?	10.6%
> Cc1cc(NC(=O)c2ccccc2C(F)(F)F)ccc1N1CCN(C)CC1
    0.3%	4.7%
> C=Cc1c(C)c2cc3[nH]c(cc4nc(cc5nc(cc1[nH]2)C(C)=C5CCC(=O)O)C(CCC(=O)O)=C4C)c(C)c3C=C
    185.7%[activator]	?
> CCOC(=O)c1ccc(NC(=O)Cn2c(=O)cc(C)c3c(C)nn(-c4cccc(F)c4)c32)cc1
    -0.9%	6.9%
> CC(C)C(NC(=O)c1cccc(Cl)c1)C(C)C
    -7.5%	-5.8%
> COC(=O)c1ccc2c(c1)N(CC(=O)Nc1ccc(C)c(C)c1)C(=O)c1ccccc1S2
    3.6%	-17.0%
> COc1cc(Cl)c(C)cc1NC(=O)CCn1cnc2onc(-c3ccc(F)cc3)c2c1=O
    -16.3%	-15.2%
> COC(=O)c1ccc(CNC(=O)c2nn(CC(C)C)c(=O)c3ccccc23)cc1
    -4.5%	-5.0%
> Cc1ccc(-c2nc(C(=O)Nc3cccc(C#N)c3)c3n2CCCCC3)cc1
    -3.6%	-9.9%
> Cc1ccc(C)c(NC(=O)Cn2nnc(C(=O)NCCc3ccccc3)c2N)c1
    0.8%	-3.1%
> COc1ccc(N(CC(=O)Nc2cccc(Cl)c2)S(=O)(=O)c2c(C)[nH]c(=O)[nH]c2=O)cc1
    4.0%[57.5 µM]	3.9%[57.5 µM]
> Cn1cc(CCC(=O)NCc2ccc(Cl)cc2)c2ccccc21
    -6.2%	-1.5%
> COc1ccc(CC(=O)NC(c2ccccc2)c2ccc(C)cc2)c(OC)c1 (centres undefined)
    -2.4%	-0.2%
> COc1ccc(NC(=O)CSc2nc3c(c(=O)[nH]2)CCC3)cc1
    0.0%	25.7%
> Cc1c(-c2ccc(Cl)cc2)c(=O)oc2c(CN3CCN(C)CC3)c(O)ccc12
    -1.5%	-4.3%
> Cc1nc2ccc(C(=O)OC(C)C(=O)NC(N)=O)cc2nc1C (centres undefined)
    -13.8%	-0.3%
> O=C(CCC1N=C2c3ccccc3N=C(SCc3ccccc3Cl)N2C1=O)N1CCN(c2ccccc2)CC1 (centres undefined)
    -7.7%	-16.2%
> CCc1nc(-c2cc(S(=O)(=O)N3CCN(c4ccc(F)cc4)CC3)ccc2OC)no1
    9.9%	-1.7%
> CC1(C)CC(=O)CC(C)(C)N1
    4.4%	3.2%
> COc1cccc(NC(=O)CN2C(=O)COc3ccc(S(=O)(=O)N4CCCCCC4)cc32)c1
    8.3%	-5.5%

(next part)
Sequence of screens – UDG counterscr	AID inh
> COC(=O)c1ccc(OCC2c3cc(OC)c(OC)cc3CCN2C(=O)c2ccccc2C)cc1 (centres undefined)
    -13.3%	?
> COc1cccc(CNc2ccc(N3CCOCC3)c(C(=O)O)c2)c1
    0.5%	5.4%
> CCc1cc(C(=O)Nc2ccccc2C#N)cs1
    -3.3%	6.6%
> C/C(=N\N=C(N)N)C1=CC(C)(C)CCC1
    -1.3%	3.7%
> c1ccc(CCN2CCNCC2)nc1
    1.5%	2.2%
> CCCNC(=O)NS(=O)(=O)c1ccc(Cl)cc1
    4.4%	4.9%
> O=C(/C=C/c1ccco1)Nc1ccc(SC2CCCC2)cc1
    5.4%	-3.8%
> COc1ccc(C(=O)NCC(c2ccc3c(c2)OCO3)N2CCOCC2)cc1OC (centres undefined)
    -5.2%&10.9%	-3.6%&6.5%
> O=C(Nc1cc(Cl)c(Cl)cc1Cl)c1ccc(-c2ccccc2)cc1
    4.3%	7.4%
> CCNc1nc(N)nc(Oc2ccc(OCC(=O)OC)nn2)n1
    -1.6%	19.6%
> Cc1nn(-c2nc(-c3ccc(F)cc3)cc(C(F)(F)F)n2)c(C)c1Cl
    -3.7%	15.6%
> C=CCc1cc(/C=C2\NC(=O)NC2=O)cc(OCC)c1O
    6.3%	-3.9%
> CC(NC(=O)Cn1cnc(C#N)n1)c1ccc(-c2ccccc2)cc1 (centres undefined)
    10.7%	-8.1%
> Cc1ccc(CCNC(=O)c2ccc3c(c2)c(C)c(C)n3Cc2ccccc2)cc1
    51.1%[activator]	-5.4%
> Cc1ccc(-n2c3c(c(=O)[nH]c2=O)C(NC(=O)c2ccccc2C)(C(F)(F)F)C(=O)N3)cc1 (centres undefined)
    -4.6%	-3.8%
> CCOc1ccc(C2c3c(oc4ccccc4c3=O)C(=O)N2Cc2ccc3c(c2)OCO3)cc1 (centres undefined)
    -0.8%	-16.4%
> Cc1ccc(C(C)C)c(OCC(=O)Nc2ccc(O)c(-c3nc4cc(Cl)ccc4o3)c2)c1
    -1.1%	1.9%
> Cn1c(Cl)nc2c1c(=O)n(Cc1ccc(Cl)cc1Cl)c(=O)n2C
    -4.8%	2.2%
> CCCCC(=O)Nc1ccccc1C(=O)OCc1cc(=O)n2nc(C3CCCCC3)sc2n1
    2.5%	-5.1%
> Cc1ccc(-c2cn3nc(N4CCC(C(=O)NCc5ccc(OC(C)C)cc5)CC4)sc3n2)cc1
    6.3%	4.8%
> C=CCNC(=O)NC(=O)COC(=O)Cc1n[nH]c(=O)c2ccccc12
    3.0%	0.1%
> COc1ccc(C(=O)C(C)n2cnc3c2c(=O)n(C)c(=O)n3C)cc1 (centres undefined)
    6.9%	3.0%
> COc1ccc(Oc2coc3cc(OC(C)C(=O)OC(C)C)ccc3c2=O)cc1 (centres undefined)
    5.9%	-4.7%
> O=Cc1c(-c2ccccc2)cc2ccccn12
    -0.6%	-1.2%
> CC(=O)c1cc(-c2ccc(F)cc2)n(CCC(=O)NC2CCCCC2)c1C
    -7.1%	7.2%
> Cc1cc(NC(=O)CCN2CCN(Cc3ccccc3)CC2)ccc1Br
    12.4%	1.3%
> CCOC(=O)C1CCCN(CC(O)c2ccc(F)cc2)C1 (centres undefined)
    8.5%	4.1%
> COc1ccc(C(C)=O)c(OC(=O)/C=C/c2cccs2)c1
    4.3%	-3.2%
> Cc1oc(-c2ccccc2)nc1CN1CCNC(=O)C1
    3.5%	0.1%
> CCOCCc1nnc(NC(=O)C(=O)c2cc(C)n(-c3ccc(C)cc3C)c2C)s1
    -2.6%	-17.9%
> COCCCNC(=O)CCCn1c(SCC(=O)c2ccc(F)cc2)nc2c(sc3ccccc32)c1=O
    -7.2%	1.0%
> N#Cc1nc(-c2cccs2)oc1N1CCN(C(=O)c2cccc(Cl)c2)CC1
    -1.5%	-16.7%
> Cc1ccc(CSc2ncccc2C(=O)O)cc1
    -12.3%	2.0%
> Clc1ccc(COc2ccc(CNC3CC3)cc2)cc1
    -1.7%	-4.0%
> COC(=O)CCc1sc(Nc2ccc(Br)cc2)nc1-c1ccc(OC)cc1
    4.4%	-12.8%
> CCN(C(=O)CSc1nc2ccccc2nc1Cc1ccc(F)cc1)c1cccc(C)c1
    -14.4%[57.5 µM]	-16.9%
> O=C(c1cnn(-c2ccc(F)cc2)c1-n1cccc1)N1CCN(c2cccc(Cl)c2)CC1
    1.6%	?
> O=C(Cn1cc(SCc2ccc(Cl)cc2)c2ccccc21)N1CCOCC1
    -13.1%	1.1%
> Cc1cc(C)cc(OCC(=O)N(Cc2cccs2)c2ccc(Cl)cc2)c1
    -5.3%	22.4µM*
> Cc1ccc(S(=O)(=O)Nc2nc3ccccc3nc2Nc2ccc3c(c2)OCCO3)c(C)c1
    -1.5%	-19.5%
> CCn1c(CN2CCCCC2)nc2cc(NC(=O)c3cc(OC)c(OC)c(OC)c3)ccc21
    5.1%	-3.7%
> COc1ccc(N2CCN(C(=O)CN3C(=O)CSc4c3c(C)nn4-c3ccccc3)CC2)cc1
    8.7%	13.8%
> CN(C(=O)Nc1ccccc1F)C(c1ccc(Cl)cc1)c1nccn1C (centres undefined)
    -2.9%	4.3%
> CCOC(=O)C1=C(C)N=C2SCCC(=O)N2C1c1ccc(C(C)(C)C)cc1 (centres undefined)
    1.0%	-16.7%
> Cc1nc2nc(C(F)(F)F)[nH]n2c(=O)c1Cc1ccc(Br)cc1
    -4.1%	-3.0%
